Source: PubChem (several laboratories)
NPY1 pot ag: human NPY-Y1 potentiation or agonism, primary screen; activation, % at 3.6 µM; hit rate 0.37% among 220,000; NPY-Y1 expressing cells, potentiator/agonist activation; in the data active = activation above about 33%, passing the limit was not always enough;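 also: cells stimulated with NPY at EC10 then isoproterenol at EC100; 0% = low agonist plus stimulus and 100% = saturating agonist plus stimulus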
NPY2 pot ag: potentiators or agonists of human neuropeptide Y receptor Y2; cells expressing NPY-Y2, potentiator/agonist read-out; activation, % at 3.6 µM; hit rate 0.45% among 220,000; AID 1359; in the data active = activation above about 27%;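 also: cells stimulated with NPY near EC25 plus isoproterenol at EC100; 0% = vehicle plus submaximal agonist and 100% = vehicle plus saturating agonist; some results beyond the cut were filed as inactive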
Target sequence (P49146 whole entry, looked up): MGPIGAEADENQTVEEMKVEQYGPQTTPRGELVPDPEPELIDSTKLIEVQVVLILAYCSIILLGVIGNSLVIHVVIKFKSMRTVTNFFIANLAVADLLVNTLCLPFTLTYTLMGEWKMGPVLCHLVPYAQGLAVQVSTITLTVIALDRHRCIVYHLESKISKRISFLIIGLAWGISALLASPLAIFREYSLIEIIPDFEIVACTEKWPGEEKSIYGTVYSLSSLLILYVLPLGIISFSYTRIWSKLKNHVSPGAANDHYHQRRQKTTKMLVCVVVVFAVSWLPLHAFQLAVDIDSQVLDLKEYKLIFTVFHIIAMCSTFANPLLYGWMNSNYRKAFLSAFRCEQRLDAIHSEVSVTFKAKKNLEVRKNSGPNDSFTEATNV
S1P4 agonist: human S1P4 receptor agonism; activation, % at 4.98 µM; S1P4-expressing cell line, agonist reporter assay; O95977; hit rate 0.35% among 220,000; in the data active = activation above about 11%;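 also: 0% = DMSO vehicle and 100% = reference agonist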
Target sequence (O95977 whole entry, looked up): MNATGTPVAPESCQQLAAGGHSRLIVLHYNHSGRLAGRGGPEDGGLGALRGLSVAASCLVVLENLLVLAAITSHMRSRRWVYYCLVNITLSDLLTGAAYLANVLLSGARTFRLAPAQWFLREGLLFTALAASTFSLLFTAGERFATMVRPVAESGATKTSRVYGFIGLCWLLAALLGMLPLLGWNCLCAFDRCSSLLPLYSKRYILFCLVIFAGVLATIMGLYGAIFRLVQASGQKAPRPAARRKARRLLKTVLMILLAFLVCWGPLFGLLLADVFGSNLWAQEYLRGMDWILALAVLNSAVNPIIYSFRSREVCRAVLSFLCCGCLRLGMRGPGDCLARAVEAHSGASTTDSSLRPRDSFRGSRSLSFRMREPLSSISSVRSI
NCF1 inh: blocks human p47phox regulatory protein of NADPH oxidases | P14598 | p47phox/p22phox peptide binding, fluorescence polarization, 2 h | inhibition, % at 24.7 µM | hit rate 0.53% among 220,000;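 active = inhibition above about 30%, limit read from the data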;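 also: 0% = p47phox with labelled peptide and 100% = labelled peptide alone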
BaF3 tox: reduces parental Ba/F3 cell viability, JAK2V617F counter-screen. CellTiter-Glo ATP luminescence. inhibition, % at 5.6 µM. AID 1486. hit rate 1.1% among 220,000;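 active = inhibition above a per-campaign cutoff, the mean inhibition of all tested compounds plus 3 SD, cut at about 27% in these data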;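 also: 0% = DMSO wells and 100% = JAK Inhibitor I control wells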
Ba/F3 V617F tox: lowers viability of Ba/F3 cells expressing EpoR and JAK2V617F; ATP luminescence; hit rate 1.1% among 220,000; AID 1446; inhibition, % at 5.6 µM;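 active = inhibition above the campaign mean plus 3 SD over all tested compounds, cut at about 24% in these data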;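 also: cytokine-independent growth of Ba/F3 cells driven by EpoR plus mutant JAK2; 0% = DMSO-treated cells and 100% = JAK inhibitor I control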
S1P4 antag: human S1P4 receptor antagonism | O95977 | S1P4-expressing cells, antagonist mode, reporter read-out | inhibition, % at 4.98 µM | hit rate 0.26% among 220,000 | AID 1510; in the data active = inhibition above about 29%;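 also: 0% = wells stimulated with agonist and 100% = vehicle wells without agonist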
CHOP inhibitor: CHOP inhibition in unfolded protein response. CHO-K1 CHOP-promoter luciferase, tunicamycin-induced, 15-18 h. inhibition, % at 10 µM. hit rate 3.8% among 220,000. AID 2732;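 active = compounds that reduced the stress-induced luciferase reporter signal by more than about 70% of percent inhibition, limit read from the data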;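 also: 0% = tunicamycin plus vehicle and 100% = wells without tunicamycin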
NPY Y1 blocker: antagonists of human neuropeptide Y receptor Y1 | P25929 | HEK293-CNG Y1 cells, membrane potential fluorescence; NPY at EC95, then isoproterenol | inhibition, % at 3.6 µM | hit rate 1% among 200,000 | AID 1040;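 active = inhibition above the campaign mean inhibition of all tested compounds plus 3 SD, cut at about 20% in these data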;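 also: 0% = DMSO wells given NPY plus isoproterenol and 100% = isoproterenol alone without NPY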
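Assay system: HEK293 Y1/CNG channel cell line; Doses: single compound dose of 3.6 µM, 0.4% DMSO; Timing: dye 3 h, compound 60 min room temperature, stimulation 45 min; Technique: Membrane-potential fluorescent dye readout; Measure: % inhibition of NPY effect.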
* marks the source's active call; other numbers are inactive results. Hits appear at their usual frequency; any-hit rate near 7.1%.

For Oc1ccc(CN2CCN(Cc3ccccc3)CC2)c2cccnc12 the results were NPY1 pot ag 0, NPY2 pot ag 6, S1P4 agonist -1.1, NCF1 inh 0, BaF3 tox 2, Ba/F3 V617F tox -2, S1P4 antag 2, CHOP inhibitor -10 and NPY Y1 blocker 10.
For CC1=NNC(=O)/C1=C\c1cn(-c2ccccc2)nc1-c1cccs1 the results were NPY1 pot ag 14, NPY2 pot ag 9, S1P4 agonist 1.6, NCF1 inh -9, BaF3 tox 3, Ba/F3 V617F tox 2, S1P4 antag 3, CHOP inhibitor 110* and NPY Y1 blocker -5.
`Cc1ccc2c(c1)sc(=NC(=O)C1CC1)n2C` gave NPY1 pot ag 19, NPY2 pot ag 15, S1P4 agonist -1.2, NCF1 inh -7, BaF3 tox -15, Ba/F3 V617F tox 1, S1P4 antag 3 and CHOP inhibitor -17.
For CCCn1c(N)[n+](CC(=O)c2ccco2)c2ccccc21 the results were NPY1 pot ag -20, NPY2 pot ag -3, S1P4 agonist -1.3, NCF1 inh 2, BaF3 tox 0, Ba/F3 V617F tox 0, S1P4 antag -6, CHOP inhibitor 0 and NPY Y1 blocker 0.
For Cc1c(-n2c(SCC(=O)O)nnc2-c2ccccc2Br)c(=O)n(-c2ccccc2)n1C the results were NPY1 pot ag -8, NPY2 pot ag -11, S1P4 agonist 0.8, NCF1 inh -2, BaF3 tox -5, Ba/F3 V617F tox 1, S1P4 antag -15 and CHOP inhibitor 12.
For O=C(CCSCc1ccccc1Cl)N1CCN(c2ccccn2)CC1 the results were NPY1 pot ag 13, NPY2 pot ag -29, S1P4 agonist -1.4, NCF1 inh -5, BaF3 tox 5, Ba/F3 V617F tox -2, S1P4 antag -5, CHOP inhibitor -22 and NPY Y1 blocker 5.
CC(NC(=O)NCc1cccnc1)(C(F)(F)F)C(F)(F)F was read as NPY1 pot ag 9, NPY2 pot ag 6, S1P4 agonist 1.0, NCF1 inh -2, BaF3 tox 4, Ba/F3 V617F tox -3, S1P4 antag -4, CHOP inhibitor 10 and NPY Y1 blocker -3.
Screening COc1cc(C=NCC2OCCc3ccccc32)cc(OC)c1 (stereo not given) returned NPY1 pot ag -25, NPY2 pot ag -9, S1P4 agonist 1.4, NCF1 inh -5, BaF3 tox 3, Ba/F3 V617F tox -1, S1P4 antag -41, CHOP inhibitor 11 and NPY Y1 blocker -1.
Screening CCOC(=O)C1=C2c3ccc4ccccc4c3CC(C)(C)N2C(=O)C1=O returned NPY1 pot ag -1, NPY2 pot ag -3, S1P4 agonist 1.4, NCF1 inh 8, BaF3 tox 2, Ba/F3 V617F tox 1, S1P4 antag -7, CHOP inhibitor 8 and NPY Y1 blocker 0.
COc1ccc(NC(C)=O)cc1C was read as NPY1 pot ag 4, NPY2 pot ag 7, S1P4 agonist 1.4, NCF1 inh -1, BaF3 tox 0, Ba/F3 V617F tox -5, S1P4 antag -7, CHOP inhibitor -9 and NPY Y1 blocker -3.
Screening CN(C)CCNCCCOc1ccccc1-c1ccccc1 returned NPY1 pot ag -14, NPY2 pot ag -27, S1P4 agonist -0.1, NCF1 inh 1, BaF3 tox 7, Ba/F3 V617F tox -1, S1P4 antag 4, CHOP inhibitor -17 and NPY Y1 blocker 18.
COC(=O)[C@@]1(Cc2ccc(OC)cc2)[C@H]2c3cc(C(=O)N4CCCC4)n(CCSCCO)c3C[C@H]2CN1C(=O)c1ccccc1 was read as NPY1 pot ag -22, NPY2 pot ag 8, S1P4 agonist 0.8, NCF1 inh -9, BaF3 tox 6, Ba/F3 V617F tox -1, S1P4 antag 22, CHOP inhibitor 26 and NPY Y1 blocker -1.
For CC(C)[C@H](NC(=O)OC(C)(C)C)C(=O)N/N=C/c1cccc2nccnc12 the results were NPY1 pot ag -4, NPY2 pot ag 2, S1P4 agonist 0.0, NCF1 inh -5, BaF3 tox 2, Ba/F3 V617F tox -3, S1P4 antag -28, CHOP inhibitor 14 and NPY Y1 blocker 8.
`COc1ccc(NC2=C(Cl)C(=O)N(CCc3ccccc3)C2=O)cc1` gave NPY1 pot ag 11, NPY2 pot ag 2, S1P4 agonist 5.8, NCF1 inh -20, BaF3 tox 2, Ba/F3 V617F tox -4, S1P4 antag -8, CHOP inhibitor 2 and NPY Y1 blocker 3.
CCOC(=O)C1(Cc2ccccc2C)CCCN(Cc2ccc(NC(C)=O)cc2)C1 (stereo not given) was read as NPY1 pot ag 7, NPY2 pot ag 8, S1P4 agonist -2.5, NCF1 inh -12, BaF3 tox -2, Ba/F3 V617F tox -2, S1P4 antag 8, CHOP inhibitor 7 and NPY Y1 blocker 5.
COc1ccc2cc(CN(CC3CCCO3)C(=S)Nc3ccccc3)c(=O)[nH]c2c1 (stereo not given) was read as NPY1 pot ag -3, NPY2 pot ag -2, S1P4 agonist 1.5, NCF1 inh -15, BaF3 tox 15, Ba/F3 V617F tox 1, S1P4 antag -13, CHOP inhibitor 4 and NPY Y1 blocker 1.
`CCCn1c(SCC(=O)Nc2ccc3c(c2)OCCO3)nnc1-c1ccco1` gave NPY1 pot ag -34, NPY2 pot ag 9, S1P4 agonist 1.4, NCF1 inh 3, BaF3 tox 2, Ba/F3 V617F tox -2, S1P4 antag -22, CHOP inhibitor 7 and NPY Y1 blocker 4.
`Cn1c(=O)n(C)c2cc(S(=O)(=O)NCCO)ccc21` gave NPY1 pot ag -12, NPY2 pot ag -12, S1P4 agonist 2.3, NCF1 inh -2, BaF3 tox 9, Ba/F3 V617F tox 6, S1P4 antag -12, CHOP inhibitor -3 and NPY Y1 blocker 2.
For Nc1nc(-c2ccc(Br)cc2)c(S(=O)(=O)c2ccccc2)s1 the results were NPY1 pot ag 12, NPY2 pot ag 20, S1P4 agonist 0.3, NCF1 inh -9, BaF3 tox 4, Ba/F3 V617F tox -2, S1P4 antag -5, CHOP inhibitor 29 and NPY Y1 blocker -1.
For Cc1cc(NC(=O)COn2nnc3ccc(S(C)(=O)=O)cc32)ccc1Br the results were NPY1 pot ag 18, NPY2 pot ag -20, S1P4 agonist 0.3, NCF1 inh -5, BaF3 tox -10, Ba/F3 V617F tox 1, S1P4 antag -6 and CHOP inhibitor 17.

3 entries drawn at random from those above, as already listed:
For O=C(CCSCc1ccccc1Cl)N1CCN(c2ccccn2)CC1 the results were NPY1 pot ag 13, NPY2 pot ag -29, S1P4 agonist -1.4, NCF1 inh -5, BaF3 tox 5, Ba/F3 V617F tox -2, S1P4 antag -5, CHOP inhibitor -22 and NPY Y1 blocker 5.
`Cn1c(=O)n(C)c2cc(S(=O)(=O)NCCO)ccc21` gave NPY1 pot ag -12, NPY2 pot ag -12, S1P4 agonist 2.3, NCF1 inh -2, BaF3 tox 9, Ba/F3 V617F tox 6, S1P4 antag -12, CHOP inhibitor -3 and NPY Y1 blocker 2.
For Oc1ccc(CN2CCN(Cc3ccccc3)CC2)c2cccnc12 the results were NPY1 pot ag 0, NPY2 pot ag 6, S1P4 agonist -1.1, NCF1 inh 0, BaF3 tox 2, Ba/F3 V617F tox -2, S1P4 antag 2, CHOP inhibitor -10 and NPY Y1 blocker 10.

(list continues)
Screening CCOC(=O)C1CCCN(c2c(NCCN(CC)c3ccccc3)c(=O)c2=O)C1 (stereo not given) returned NPY1 pot ag -12, NPY2 pot ag 10, S1P4 agonist -2.2, NCF1 inh 3, BaF3 tox 4, Ba/F3 V617F tox 4, S1P4 antag 4, CHOP inhibitor -16 and NPY Y1 blocker -2.
For Clc1ccccc1CSc1nnc(-c2ccncc2)o1 the results were NPY1 pot ag 20, NPY2 pot ag 8, S1P4 agonist 0.4, NCF1 inh -2, BaF3 tox 6, Ba/F3 V617F tox 1, S1P4 antag -17, CHOP inhibitor 6 and NPY Y1 blocker 3.
O=C(CCc1ccccc1)Nc1nc2nc(-c3ccccc3)cc(=O)n2[nH]1 was read as NPY1 pot ag 3, NPY2 pot ag 10, S1P4 agonist 0.3, NCF1 inh -6, BaF3 tox 1, Ba/F3 V617F tox -2, S1P4 antag -6, CHOP inhibitor -21 and NPY Y1 blocker -1.
Screening FC(F)(F)c1cc(Cl)c2nnc(C(F)(F)Cl)n2c1 returned NPY1 pot ag 10, NPY2 pot ag 3, S1P4 agonist 1.2, NCF1 inh -12, BaF3 tox -1, Ba/F3 V617F tox -1, S1P4 antag -13, CHOP inhibitor 15 and NPY Y1 blocker 4.
Screening CCOC(=O)C1(Cc2cccc(OC)c2)CCCN(S(=O)(=O)c2cccnc2)C1 (stereo not given) returned NPY1 pot ag -3, NPY2 pot ag -2, S1P4 agonist 0.2, NCF1 inh -2, BaF3 tox 1, Ba/F3 V617F tox -1, S1P4 antag -5, CHOP inhibitor 11 and NPY Y1 blocker 4.
Screening C/C(=N\NC(=S)Nc1cc(S(=O)(=O)N2CCOCC2)ccc1Cl)c1ccccc1F returned NPY1 pot ag -9, NPY2 pot ag -11, S1P4 agonist 0.0, NCF1 inh -20, BaF3 tox 6, Ba/F3 V617F tox 0, S1P4 antag -18, CHOP inhibitor 49 and NPY Y1 blocker 0.
COC(=O)c1c(NC(=O)CSc2ncnc3c2cnn3-c2ccccc2Cl)sc2c1CCCC2 was read as NPY1 pot ag -15, NPY2 pot ag 1, S1P4 agonist 2.6, NCF1 inh -29, BaF3 tox 0, Ba/F3 V617F tox 3, S1P4 antag -8, CHOP inhibitor 14 and NPY Y1 blocker 0.
Cc1cc(=O)n(C)c(=O)n1CC(=O)N1CCCCCC1 was read as NPY1 pot ag 18, NPY2 pot ag 4, S1P4 agonist 0.7, NCF1 inh -15, BaF3 tox 2, Ba/F3 V617F tox 0, S1P4 antag -1, CHOP inhibitor -18 and NPY Y1 blocker 1.
For COc1ccc(C)cc1NC(=O)CCN1CC(C)OC(C)C1 (stereo not given) the results were NPY1 pot ag 5, NPY2 pot ag -14, S1P4 agonist -1.5, NCF1 inh -4, BaF3 tox 7, Ba/F3 V617F tox 3, S1P4 antag 6, CHOP inhibitor 15 and NPY Y1 blocker 2.
For S=c1[nH]nc(CSCCOc2ccc(Cl)cc2Cl)o1 the results were NPY1 pot ag -10, NPY2 pot ag -11, S1P4 agonist 7.5, NCF1 inh -5, BaF3 tox 4, Ba/F3 V617F tox 5, S1P4 antag 11 and CHOP inhibitor -9.
Screening O=C(CCN1CCCCCC1)Nc1ccccc1F returned NPY1 pot ag 30, NPY2 pot ag 7, S1P4 agonist -0.7, NCF1 inh -10, BaF3 tox 2, Ba/F3 V617F tox -1, S1P4 antag -9, CHOP inhibitor -9 and NPY Y1 blocker -1.
`Cc1noc(/C=C/c2ccc(-c3ccccc3Cl)o2)c1[N+](=O)[O-]` gave NPY1 pot ag 2, NPY2 pot ag 0, S1P4 agonist -0.1, NCF1 inh 24, BaF3 tox -1, Ba/F3 V617F tox 0, S1P4 antag 1, CHOP inhibitor -38 and NPY Y1 blocker 5.
CCCCCn1c(NCc2ccco2)nc2ccccc21 was read as NPY1 pot ag -21, NPY2 pot ag -9, S1P4 agonist -2.8, NCF1 inh -21, BaF3 tox 4, Ba/F3 V617F tox 3, S1P4 antag -7, CHOP inhibitor 4 and NPY Y1 blocker 9.
For O=C(Nc1ccccc1N1CCOCC1)C1CCN(S(=O)(=O)c2ccc(Cl)cc2)CC1 the results were NPY1 pot ag 23, NPY2 pot ag -9, S1P4 agonist 0.8, NCF1 inh -8, BaF3 tox -2, Ba/F3 V617F tox 0, S1P4 antag -12 and CHOP inhibitor 17.
